Nrf2 activator = Nrf2 pathway activation; AREc32 ARE-luciferase reporter (MCF7-derived line), luminescence, 24 h; Potency, µM (doses to about 46.1 µM), for inactives: at the highest dose activation, most hits filed as activators; 0.31% of 410,000 active; AID 624171; also: % of control where 0% means no effect; nearly all actives have a fitted effect of over 65% in size
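For detection, Steady-Glo was added and plates sat 30 min at RT; before that, AREc32_Fluc cells grown overnight in OPTI-MEM/5% FBS had been treated with 23 nL compound for 24 hr at 37 deg C.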
Nrf2 inh = Nrf2 pathway inhibition; AID 504444; A549 ARE-Fluc reporter, luciferase luminescence, 18-24 h; Potency, µM (top dose mostly 46 µM), without a hit: at the top dose activity change, negative = inhibition, most hits filed as inhibitors; 2.1% of 360,000 active; also: % is scaled to controls: 0 for no effect and ±100 for the full control effect; nearly all actives have a fitted effect of over 60% in size
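Cells were seeded and rested 2 h, then exposed to compounds for 18-24 h. CellTiter-Fluor was read first as a viability measure. BugLite was added 15 min before the final luminescent read of ARE-luciferase activity in A549 cells.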
A549 viability = counter-screen for Nrf2 inhibitors: cytotoxicity in A549 cells; A549 ARE-Fluc cells, CellTiter-Fluor viability, 18-24 h; Potency, µM (highest dose often 46 µM), for the others: top-dose activity change, negative = cytotoxicity, usual class: inhibitors; AID 504648; 0.16% of 390,000 active; also: % is scaled to controls: 0 for no effect and ±100 for the full control effect
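A549 ARE-Fluc cells in 5% FBS OPTI-MEM, 5000 cells/well, rested 2 h then exposed to compounds in concentration-response for 18-24 h at 37 °C. Viability by CellTiter-Fluor fluorescence (Ex 405/Em 525) after 30 min; luciferase luminescence (BugLite, 15 min, RT) read afterwards.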
TGFb inhibitor = TGF-b pathway inhibition; HepG2 CAGA-GFP TGF-b/SMAD3 reporter, GFP fluorescence, 18 h; TGF-beta stimulated, 500 pg/mL final; Potency, µM (titrated, usually from 46.1 µM), for inactives: top-dose activity, negative = inhibition, usual class: inhibitors; 1.2% of 410,000 active; AID 588855; also: % is scaled to controls: 0 for no effect and ±100 for the full control effect; nearly all actives have a fitted effect of over 65% in size
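Using HEPG2 CAGA-GFP reporter cells at 1000 cells/well, we pinned test compounds, stimulated with recombinant TGF-beta (500 pg/mL final) and measured total well GFP after 18 h.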
EPAC2 antag = EPAC2 (human) antagonism. EPAC2 GEF exchange of Rap1B-BODIPY-GDP, fluorescence. Potency, µM (series often up to 114 µM), without a hit: top-dose activity, negative = inhibition, actives largely listed as inhibitors. 0.18% of 360,000 active. AID 720708; also: % is scaled to controls: 0 for no effect and ±100 for the full control effect; nearly all actives have a fitted effect of over 45% in size; many of its hits are not listed in these tables
Target sequence (Q8WZA2 whole entry, looked up): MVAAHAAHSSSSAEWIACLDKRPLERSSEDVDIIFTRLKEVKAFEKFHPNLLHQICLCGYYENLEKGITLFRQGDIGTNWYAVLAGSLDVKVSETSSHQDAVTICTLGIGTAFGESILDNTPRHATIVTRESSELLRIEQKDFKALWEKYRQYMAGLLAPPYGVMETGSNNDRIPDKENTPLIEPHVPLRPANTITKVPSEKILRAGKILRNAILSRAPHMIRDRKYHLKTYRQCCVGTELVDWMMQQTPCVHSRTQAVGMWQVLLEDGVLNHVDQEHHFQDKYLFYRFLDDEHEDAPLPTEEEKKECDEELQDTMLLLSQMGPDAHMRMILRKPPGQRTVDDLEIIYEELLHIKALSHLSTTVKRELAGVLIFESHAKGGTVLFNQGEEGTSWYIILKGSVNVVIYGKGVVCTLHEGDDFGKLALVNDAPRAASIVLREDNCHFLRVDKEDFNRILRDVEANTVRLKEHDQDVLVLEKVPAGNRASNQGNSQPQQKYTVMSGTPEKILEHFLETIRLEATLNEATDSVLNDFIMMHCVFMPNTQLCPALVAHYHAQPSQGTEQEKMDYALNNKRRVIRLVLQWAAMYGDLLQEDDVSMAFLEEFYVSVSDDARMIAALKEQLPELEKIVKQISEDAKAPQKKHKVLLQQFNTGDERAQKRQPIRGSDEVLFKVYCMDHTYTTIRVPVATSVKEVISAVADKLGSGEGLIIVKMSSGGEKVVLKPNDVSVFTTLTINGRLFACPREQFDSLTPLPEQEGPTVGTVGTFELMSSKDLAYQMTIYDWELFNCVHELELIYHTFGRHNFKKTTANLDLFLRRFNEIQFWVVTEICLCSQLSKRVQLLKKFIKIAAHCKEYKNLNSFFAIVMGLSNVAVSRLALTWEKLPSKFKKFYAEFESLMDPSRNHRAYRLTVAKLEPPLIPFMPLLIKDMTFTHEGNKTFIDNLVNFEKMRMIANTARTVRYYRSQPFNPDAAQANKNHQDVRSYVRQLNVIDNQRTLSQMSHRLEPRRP
HepG2 viability = counter-screen for TGF-b inhibitors: cytotoxicity in HepG2 cells; 0.76% of 410,000 active; AID 588856; Potency, µM (titrated, usually from 46.1 µM), for inactives: top-dose activity change, negative = cytotoxicity, actives largely listed as cytotoxic; HepG2 CAGA-GFP viability, ATP luminescence, 18 h; also: some results filed as inactive show a strong effect at the top dose
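CellTiter-Glo luminescence gave cytotoxicity after 18 hours at 37 degrees C. The cells were HepG2 CAGA-GFP in 1% FBS DMEM, stimulated with 500 pg/mL TGF-beta after compound addition. %Activity was normalised to no-cell wells (complete cell-killing) and DMSO (no toxicity), and curves were fitted and classified.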
ATXN viability = viability counter-screen for ATXN expression inhibitors; AID 651635; 0.49% of 400,000 active; Potency, µM (highest dose often 56.7 µM), most hits filed as cytotoxic; S2 cells (HEK-293 line with an ATXN2-luciferase reporter) viability, CellTiter-Fluor protease fluorescence, 24 h; also: nearly all actives have a fitted effect of over 40% in size
MCF10A rerep = DNA re-replication induction in MCF 10a cells | MCF 10A DNA re-replication, Hoechst nuclear intensity, 48 h | AID 624296 | Potency, µM (highest dose often 46.1 µM), for the others: top-dose activity, positive = re-replication, usual class: activators | 2.9% of 350,000 active; also: % of control where 0% means no effect; nearly all actives have a fitted effect of over 50% in size
ATXN2 expr inh = inhibitors of ATXN2 expression. 0.72% of 360,000 active. HEK-293 ATXN2-luciferase reporter, luminescence, 24 h. Potency, µM (doses to about 57 µM), without a hit: top-dose activity change, negative = inhibition, actives largely listed as inhibitors; also: % is scaled to controls: 0 for no effect and ±100 for the full control effect; nearly all actives have a fitted effect of over 55% in size
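ATXN2-luciferase reporter cells (luciferase flanked by upstream and downstream ATXN2 gene portions) were treated 24 h at 37 °C with compounds at up to 57 uM. SteadyGlo luminescence gave expression; GF-AFC fluorescence gave viability.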
Starred values were filed as active, the others as inactive; i = inactive; ? = inconclusive; nt = not tested or not shown; [ ] = dose if it differs, or a comment. Calls follow the shape of the dose curve; as a rule, active = well fitted curve in the direction sought with a large enough effect; inconclusive = small, poorly fitted or top-dose-only effect, or another doubt; inactive = no such curve, though single readings can be large; an effect the other way counts as inactive or inconclusive. Potency is read from the fitted curve at half-maximal effect.

molecule,Nrf2 activator,Nrf2 inh,A549 viability,TGFb inhibitor,EPAC2 antag,HepG2 viability,ATXN viability,MCF10A rerep,ATXN2 expr inh
Cc1ccc(-c2nnn(CC(=O)N(c3ccc(F)cc3)C(C(=O)NC3CCCC3)c3ccncc3)n2)o1 (configuration not stated),-0.3%,4%,-1%,22%,33%[activator],-6%,i,-32%[inhibitor],-21%
CCNC(=O)C1(C)CCCN(C(=O)Cc2ccc(OC)c(OC)c2)C1 (configuration not stated),0.0%,nt,nt,4%,12%,10%,i,nt,10%
O=C(CCCOc1ccccc1)N1CCN(c2ccccn2)CC1,-0.4%,?,0%,-9%,4%,10%,?,2%,-7%
COc1ccc(CN2CCNC(=O)C2CC(=O)NCc2cnn(C)c2)cc1OC (configuration not stated),-0.4%,?,7%,6%,3%,2%,i,1%,nt
Cn1nc(C(=O)NC2CCC(O)CC2)c2ccccc2c1=O (configuration not stated),-0.7%,4%,0%,0%,4%,1%,i,-3%,10%
O=C(Nc1ccccc1[N+](=O)[O-])C1COc2ccccc2O1 (configuration not stated),?,?,6%,8%,-6%,2%,i,0%,47%[activator]
N#Cc1ccc(S(=O)(=O)NC[C@H]2O[C@@H](n3ccc(N)nc3=O)[C@H](O)[C@@H]2O)cc1,-0.8%,nt,nt,1%,8%,-2%,i,nt,-1%
N#Cc1ccc(CN2CCN(C(=O)c3cn(Cc4ccccc4)nc3-c3cccnc3)CC2)cc1,-0.5%,3%,3%,-1%,-8%,16%,i,?,3%
O=C(OCc1ccc([N+](=O)[O-])cc1)C1CC(=O)N(c2ccccc2)C1 (configuration not stated),-0.3%,-2%,3%,21%,-1%,-16%,i,-1%,-4%
CC(C)Cc1nnc(NC(=O)CSc2nc(O)c(-c3ccccc3)c(=O)[nH]2)s1,0.0%,-1%,-1%,-18%,-2%,-17%,i,-1%,-15%
C=CCn1c(SCC(=O)N(CC)C2CCS(=O)(=O)C2)nc2scc(-c3ccccc3)c2c1=O (configuration not stated),3.8%,-14%,0%,?,-2%,-8%,i,?,-11%
COc1cccc(-c2cccc(NC(=O)C3CCN(C4CCOCC4)CC3)c2)c1,-0.1%,-10%,0%,0%,5%,-10%,i,2%,nt
Cc1cncn1CCc1nc2c3ccccc3nc(SCC(=O)Nc3ccc(F)cc3)n2n1,-0.8%,nt,0%,26%,nt,-1%,i,nt,10%
CCOC(=O)CC(NC(=O)c1ccccc1F)c1ccc(C)cc1 (configuration not stated),0.7%,?,1%,-7%,-1%,-80%,i,0%,-4%
CC1CCC(NC(=O)CNC(=O)Cc2cccc3ccccc23)CC1 (configuration not stated),-0.1%,-17%,-6%,0%,1%,-3%,i,1%,-10%
CCCCCNC(=O)c1ccc2c(=O)n(CCc3ccccc3)c(=O)[nH]c2c1,-1.0%,-1%[9.27 µM],-2%,-1%,nt,0%,i,nt,0%
CN(C)S(=O)(=O)c1cccc(C(=O)N2CCN(S(=O)(=O)c3ccc4c(c3)OCCO4)CC2)c1,-0.9%,nt,nt,-9%,1%,-3%,i,nt,nt
CN(C(=O)c1cccc(NC(=O)Cc2ccc(NC(=O)C3CCN(S(=O)(=O)c4cccc([N+](=O)[O-])c4)CC3)cc2)c1)C1CC1,0.9%,-4%,-2%,-7%,9%,3%,i,?,-4%
C=CCSc1nc2sc(-c3ccccc3)cc2c(=O)n1N,7.8%,-1%,-10%,-1%,4%,2%,i,?,4%
N#CCCN(Cc1cccnc1)C(=S)NC(=O)c1ccccc1,-0.3%,1%,3%,-16%,-1%,-23%,i,-1%,5%
CC(NC(=O)c1ccc2c(=O)n3c(nc2c1)CCCCC3)c1ccccc1 (configuration not stated),-0.6%,1%,-1%,1%,-4%,3%,?,?,1%
Cc1c(NC(=O)Nc2cccc([N+](=O)[O-])c2)c(=O)n(-c2ccccc2)n1C,-0.1%,-12%,-6%,-15%,-5%,4%,i,-4%,8%
CS(=O)(=O)Nc1ccc(C(=O)NCc2ccco2)cc1,2.8%,0%,-2%,-3%,1%,6%,i,19%,-5%
O=C(Cc1cccs1)N1CCN=C1SCc1ccccc1Cl,2.6%,-15%,-7%,0%,-10%,-10%,nt,?,6%
Cc1ccc(C)c(OCCn2ccnc2)c1,0.0%,0%,8%,4%,1%,-5%,i,5%,3%
C[C@H]1CN([C@@H](C)CO)C(=O)CCCn2cc(nn2)CO[C@@H]1CN(C)S(=O)(=O)c1ccc(Cl)cc1,-1.2%,nt,nt,0%,1%,4%,i,nt,1%
O=C(CCSCCc1ccccn1)Nc1nccs1,0.6%,16%,-5%,4%,22%,5%,i,-3%,2%
CCCc1cc(=O)n2[nH]c(NCc3ccc(OC)c(OC)c3)nc2n1,-0.7%,2%,-1%,0%,4%,2%,i,-22%,48%[activator]
COC(=O)c1ccc(S(=O)(=O)NCc2ccc(S(N)(=O)=O)cc2)n1C,-0.2%,4%,2%,0%,-3%,36%,i,-2%,-32%
Fc1ccc(Cn2cnc3ccccc32)cc1,0.0%,3%,-6%,-10%,12%,3%,i,17%,49%[activator]
N#Cc1c(N)[nH]c2ccc(Sc3ccccc3)cc12,0.1%,?,-14%,16µM*,-13%,1%,?,0.92µM*,2%
Cc1nc(CC(=O)Nc2nc(-c3ccccc3)cs2)cs1,3.2%,8%,9%,3%,-4%,-19%,i,4%,38%[activator]
COc1ccc(S(=O)(=O)NCC2CCCN(Cc3ccc(O)cc3)C2)cc1 (configuration not stated),-0.3%,4%,9%,3%,-1%,-3%,i,?,3%
Cc1cc(C)n2nc(SCC(=O)NC3CCCCC3)nc2n1,-0.7%,8%,-1%,-4%,1%,6%,i,-5%,nt
O=C1NCCN1CCNc1nc(NCc2ccccc2)nc2ccsc12,3.1%,nt,nt,7.9µM*,11%,-47%,?,nt,-3%
CN1CCN(C(=O)c2cnn(-c3ccccc3)c2NC(=O)c2cccs2)CC1,-0.2%,3%,-4%,-4%,6%,-3%,?,-7%,-2%
CCOC(=O)N1CCN(C(=O)c2cnn3c(C(F)(F)F)cc(-c4cccs4)nc23)CC1,0.2%,-25%,2%,-4%,-8%,0%,i,-1%,-8%
Cc1nnc2ccc(N3CCOCC3)nn12,-1.0%,4%,-6%,47%,6%,17%,i,-1%,7%
Cc1nc2ccc(S(=O)(=O)N(C)CC(=O)Nc3ccc(C(C)C)cc3)cc2s1,1.4%,7%,1%,nt,nt,-5%,nt,nt,nt
Cc1ccc(S(=O)(=O)n2ccc(OC(=O)c3cccs3)n2)cc1,-1.0%,11%,0%,?,14%,-17%,i,-9%,-2%
COCCNC(=S)N1CCC(c2nc(-c3ccc(N(C)C)cc3)no2)CC1,-0.1%,-13%,1%,2%,1%,-2%,i,2%,-9%
COc1ccc(-n2cc(CNCC3CCOCC3)c(-c3cccc(F)c3)n2)cc1,-3.4%,7%,-9%,?,-5%,-60%,i,1%,nt
CC(C)(C)[C@@H]1C=C(C(=O)N2CCN(Cc3ccc4c(c3)OCO4)CC2)O[C@H](OCc2ccc(CO)cc2)C1,4.0%,-4%,3%,-1%,2%,1%,?,-19%,-19%
COc1c(F)c(F)c(C(=O)Nc2cccc(Cl)c2N2CCOCC2)c(F)c1F,-0.5%,nt,2%,?,6%,-1%,i,?,-17%
CCN1CCN(C(=O)c2ccc(-c3nc4ccccc4s3)s2)CC1,-2.0%,?,14%,-3%,28%,-7%,?,?,nt
CCC[C@H]1CN(Cc2cccnc2)C(=O)[C@@H]1CC(=O)Nc1ccc(Br)cc1,0.5%,nt,nt,-7%,1%,-17%,i,nt,-30%
COc1ccccc1C(=O)NCCC(=O)NCc1ccccn1,0.1%,-26%,-25%,2%,1%,13%,i,-2%,-15%
Nc1ccc2nc(SCc3ccc([N+](=O)[O-])cc3)sc2c1,4.5%,nt,-6%,12%,-2%,-1%,i,-2%,29%
COc1ccc(CCN2CC(C(=O)NCc3cn(C)nc3C)CCC2=O)cc1 (configuration not stated),-0.6%,nt,nt,-13%,3%,6%,i,nt,nt
NS(=O)(=O)c1ccc(CNC(=O)CC23CC4CC(CC(C4)C2)C3)cc1,-0.1%,-8%,3%,2%,8%,25%,?,?,-2%
Cc1cc(C)c(S(=O)(=O)ON2C(=O)c3ccccc3C2=O)cc1C,0.0%,-8%,0%,0%,6%,-2%,?,7.3µM*,?
COc1ccc(-c2noc(Cn3c(=O)c4ccccc4n(CC(=O)Nc4cccc(OC)c4)c3=O)n2)cc1,-1.0%,6%,-5%,-6%,nt,-21%,i,nt,-20%
CCSc1nnc(NC(=O)c2nc3nc(C)cc(C)n3n2)s1,-0.1%,13%,7%,2%,-2%,10%,i,12%,-13%
COc1ccc(Cc2c(-c3cccc(Cl)c3)nc3ccc(Cl)cn23)c(C)c1,?,nt,nt,-25%,?,-16%,i,nt,5%
CCc1noc(C)c1C(=O)OCC(=O)NCc1ccc(Cl)cc1,-0.3%,-4%,12%,1%,11%,0%,i,?,-8%
COCC(C)n1c(SCC(=O)c2cc(C)n(C)c2C)nc2ccccc2c1=O (configuration not stated),2.3%,-3%,1%,-5%,-19%,-14%,i,6%,-20%
Cc1ccc(N/C=C/C(=O)c2ccc(C)cc2)cc1,1.5%,?,-12%,5%,6%,10%,i,9%,42%[activator]
COc1cc(OC)cc(C(=O)Nc2ccc3c(c2)N(C2CCCC2)C(=O)c2ccccc2S3)c1,0.1%,nt,2%,1%,nt,2%,i,nt,48%[activator]

The list is partial (hit frequency here may not be typical).
